Screening results (PubChem BioAssay)
CAL PDZ FP-1: blocks peptide binding to human CAL PDZ domain; purified CAL PDZ, TMR-peptide fluorescence polarization, 1 h; inhibition, % at 20 µM; 330,000 tested, 0.02% active; AID 504414;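 active means highest replicate inhibition of at least 40%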;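 further: plate controls were DMSO neutral control wells for no effect and unlabeled competitor peptide control wells for full effect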
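System: purified tagged CAL PDZ domain construct (CerCALP). Schedule: 1 h incubation at room temperature before polarization reading. Medium: 25 mM sodium phosphate pH 7.4, 150 mM NaCl, TCEP, IgG, Thesit. Read-out: percent inhibition from loss of millipolarization. Measured by: FP readout, S and P plane fluorescence. Probe or stimulus: fluorescent TMR peptide probe.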
Wnt bcat act: Wnt/beta-catenin pathway activation. activation, % at 9.35 µM. Wnt/beta-catenin reporter cell assay, activator, plate reader. 300,000 tested, 1.2% active; in the data active means activation above about 30%, passing the limit was not always enough; inconclusive means no clear call, values can overlap the other calls;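 further: 0% = neutral control wells and 100% = positive control wells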
Tat export inh: inhibitors of E. coli Tat protein transport; E. coli MC4100 TorA-mCherry Tat export, fluorescence; inhibition, % at 10 µM; 340,000 tested, 0.036% active;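 active means mean replicate inhibition at least 50% and at least half of replicates individually reaching 50%; inconclusive means only one of the two criteria met; inactive means neither criterion met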;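 further: exported cargo escapes ClpAP degradation while cytoplasmic cargo is degraded and loses fluorescence; 0% = median of neutral control wells and 100% = median of NaSCN control wells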
SR-BI uptake up: enhances SR-BI lipid uptake from DiI-HDL; activation, % at 12.5 µM; AID 504775; CHO ldlA[mSR-BI] cells, DiI-HDL uptake fluorescence, 3 h; 100 = double the neutral-control signal; 320,000 tested, 0.096% active;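 active means mean replicate activation of at least 60% and every replicate at or above 60%; inconclusive means mean or all-replicate condition met, but not both; inactive means mean below 60% and not all replicates reaching 60%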;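 further: 0% = median plate neutral-control signal and 100% = twice that signal; values of inactives mirror those of a sister screen read the other way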
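Material: SR-BI-overexpressing, LDLR-lacking CHO cells; schedule: compound exposure 3 h, 37 °C; reagent: DiI-labelled HDL at 10 µg/mL final; technique: bottom-read fluorescence, 550/595 nm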
phage Ecoli inh: E. coli growth loss with phage present. growth absorbance. inhibition, % at 11.9 µM. 360,000 tested, 0.26% active. AID 651602; in the data active means inhibition above about 11%
CAL PDZ FP-2: blocks peptide binding to the human CAL PDZ domain; 300,000 tested, 0.92% active; Q9HD26; purified CAL PDZ, TMR-peptide fluorescence polarization, 1 h; inhibition, % at 24.9 µM; AID 602252;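 active means mean inhibition of at least 30% with at least half of replicates also reaching 30%; inconclusive means no clear call, values can overlap the other calls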;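 further: 0% = DMSO neutral control and 100% = excess unlabeled competitor peptide PRC23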
AddAB inh: less growth of phage-infected E. coli with AddAB; E. coli expressing H. pylori AddAB, absorbance growth; AID 435030; 330,000 tested, 0.29% active; inhibition, % at 11.9 µM; in the data active means inhibition above about 12%;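 further: 0% = vehicle wells of infected cells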
Ecoli viability: reduces bacterial viability in AddAB counter-screen. E. coli V3065 growth, OD600 absorbance, 18 h. inhibition, % at 11.9 µM. 330,000 tested, 0.27% active;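 active means inhibition above the campaign's mean inhibition across all tested compounds plus 3 SD, cut at about 9.9% in these data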;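 further: uninfected addAB+ strain grown without phage in ampicillin broth; 0% = DMSO wells and 100% = ciprofloxacin 0.95 µg/ml wells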
MITF act: activators of MITF-driven TRPM1 promoter activity in SK-MEL-5 cells. SK-MEL-5 TRPM1-promoter luciferase, 24 h; % of positive control, neutral wells = 0. AID 588334. 300,000 tested, 0.75% active. activation, % at 12.5 µM;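 active means mean activation of at least 80% with every replicate also reaching 80%; inconclusive means mean reaches 80% but some replicate falls short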;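 further: 0% = neutral control wells and 100% = parthenolide positive control wells; values of inactives mirror those of a sister screen read the other way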
SR-BI DiI inh: inhibitors of mouse SR-BI mediated HDL lipid uptake. Q61009. ldlA[mSR-BI] CHO cells, DiI-HDL uptake fluorescence, 3 h. inhibition, % at 12.5 µM. 320,000 tested, 0.96% active;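 active means mean replicate inhibition of at least 70% and a set share of replicates each scoring 70 or more; inconclusive means meets just one of the two criteria; inactive means fails both criteria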;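 further: 0% = median of neutral control wells and 100% = median of positive control wells; values of inactives mirror those of a sister screen read the other way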
Target sequence (Q61009 whole entry, looked up): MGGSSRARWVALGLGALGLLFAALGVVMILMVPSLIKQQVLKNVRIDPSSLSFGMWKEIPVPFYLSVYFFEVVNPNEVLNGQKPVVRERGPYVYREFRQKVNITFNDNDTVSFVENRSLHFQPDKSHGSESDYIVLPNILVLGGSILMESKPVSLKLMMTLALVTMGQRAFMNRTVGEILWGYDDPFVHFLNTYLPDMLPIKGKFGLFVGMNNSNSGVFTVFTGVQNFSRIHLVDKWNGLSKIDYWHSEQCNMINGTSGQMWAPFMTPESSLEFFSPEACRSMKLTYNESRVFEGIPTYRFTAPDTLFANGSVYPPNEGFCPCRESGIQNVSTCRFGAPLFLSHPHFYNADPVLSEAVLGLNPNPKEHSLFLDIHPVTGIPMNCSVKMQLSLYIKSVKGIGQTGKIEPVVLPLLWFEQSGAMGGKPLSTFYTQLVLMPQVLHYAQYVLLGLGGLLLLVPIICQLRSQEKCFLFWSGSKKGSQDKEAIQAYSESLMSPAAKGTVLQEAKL
Starred values were filed as active, the others as inactive; ? = inconclusive; nt = not tested or not shown; & = joins results of further samples. Compounds as they come; any-hit rate near 3.6%.

compound,CAL PDZ FP-1,Wnt bcat act,Tat export inh,SR-BI uptake up,phage Ecoli inh,CAL PDZ FP-2,AddAB inh,Ecoli viability,MITF act,SR-BI DiI inh
CCc1ccc2c(c1)cc(C)c1nnc(SCC(=O)Nc3cc(OC)c(OC)cc3C(=O)O)n12,-0.1,-1,-5,40,3.2,-7,-0.5,0.4,14,-40
O=C1C2C(c3ccccc3)CC=CC2[C@H](c2ccc3ccccc3c2)N1Cc1ccccc1 (some centres undefined),-0.3,-9,-1,0,0.3,-2,3.4,1.5,19,0
Cc1ccc(-c2csc(NC(=O)Cc3cccs3)n2)cc1C,-1.1,nt,-6,-10,3.1,-2,4.0,3.0,37,10
CCN1C(=O)C(CC(=O)NCCc2ccccc2)N(NC(=O)c2cccnc2)C1=S (centres undefined),7.1,-2,-8,56,2.1,-4,1.7,1.4,3,-56
O=C1N[C@H]2CC=C[C@H]2Nc2ccccc21,0.0,-1,-1,6,0.6,2,-2.3,-0.9,4,-6
CCCNc1c(NS(=O)(=O)c2ccc(Cl)s2)c(=O)oc2ccccc12,-1.2,2,-11,-1,2.8,-4,2.5,1.5,-3,1
CNC(=S)N1CCN(S(=O)(=O)c2ccc3ccccc3c2)CC1,-4.1,1,-1,15,2.0,1,0.9,-1.9,13,-15
COc1ccccc1N/N=C/c1ccc2c(c1)OCO2,-2.2,-2,2,-13,3.0,-3,-1.9,-0.9,35,13
CC(=O)N=c1sc2c3ccccc3ccc2n1C,-3.0,nt,7,16,2.4,1,0.7,-0.9,-6,-16
Cc1cccc(NC(=O)c2ccc([N+](=O)[O-])o2)n1,-0.8,21,-24,1,16*,8,30*,38*,nt,-1
CCCOc1ccc(C(=O)Nc2ccc(C)cc2[N+](=O)[O-])cc1,-2.0,nt,4,26,-0.2,1,1.3,-1.6,60,-26
Cc1ccc(NC(=O)C2CCN(C(=O)c3ccc(Cl)cc3)CC2)nc1,-0.5,-5,-9,37,-0.7,1,1.4,1.4,-6,-37
CCC(CC)C(=O)Nc1nnc(S(=O)(=O)Nc2ccc(OC)cc2)s1,2.0,4,-10,17,0.6,3,-0.3,0.5,13,-17
O=C(O)/C(=C\c1cn(-c2ccccc2)nc1-c1cccnc1)NC(=O)c1ccccc1,-2.8,4,0,2,1.4,-3,0.1,-1.3,-1,-2
COc1ccc(C2CC(c3cccs3)=NN2C(=O)CSc2nnc(N)s2)cc1OC (centres undefined),-0.2,0,-15,3,1.2,-1,1.0,0.1,-5,-3
Cc1ccc(C)n1-c1ccccc1N1CCCCC1,-1.7,1,-8,11,-3.5,7,-0.4,-1.2,-6,-11
COc1cc(C)c(C(N)=O)c(OC)n1,0.6,4,-1,-14,4.0,-2,3.1,-1.9,nt,14
CCOC(=O)C1CCN(c2nc3ccccc3n2CC(=O)c2ccccc2)CC1,-0.7,-1,9,16,2.0,-3,-0.8,2.5,3,-16
Cc1cc(NCCCO)n2nc(-c3cccs3)cc2n1,-0.6,5,0,-6,4.0,-7,1.0,-1.2,6,6
Cn1nnnc1SCC(=O)N(C1CCCCC1)C1CCCCC1,-2.9,nt,8,12,2.9,1,2.4,-0.5,-10,-12
CCC(C)(C)NC(=O)CN(C(=O)CCC(=O)Nc1cc(C)ccn1)c1ccc2c(c1)OCCO2,-0.4,-1,11,4,8.0,6,2.9,0.3,12,-4
CCOc1ccc(Br)cc1CNc1ccc2c(c1)OCCO2,1.0,-1,-4,-59,3.1,-6,-0.2,0.8,-9,59
CC(=O)c1ccc(N2CCN(Cc3cc(=O)n4c(-c5ccccc5)csc4n3)CC2)cc1,-0.4,-2,5,-28,1.7,1,nt,nt,-12,28
O=C(Nc1nccs1)C1=COCCO1,-0.2,-3,-4,23,3.7,-11,-1.4,-0.4,30,-23
CN1CCN(c2cc(N3CCN(C(=O)c4ccco4)CC3)c3c4c(onc24)-c2ccccc2C3=O)CC1,-2.6,nt,4,-28,nt,-14,-0.1,0.4,-5,28
COc1ccc(-c2nc(SCC(=O)N(CC(C)C)c3c(N)n(Cc4ccccc4)c(=O)[nH]c3=O)n[nH]2)cc1,-4.2,2,2,-1,2.6,0,0.7,-2.2,-5,1
Cc1cc(NC(=O)CSc2nc3sc4c(c3c(=O)n2C)CCCC4)no1,-0.4,-3,-1,13,4.4,0,-2.4,-5.5,-8,-13
O=C(NCCC1=CCCCC1)c1ccc(Cl)c(S(=O)(=O)N2CCCCC2)c1,-1.5,1,20,-19,4.3,nt,2.8,3.1,-12,19
CC1=C(C)/C(=N\OS(=O)(=O)c2ccccc2)C=CC1=O,-0.9,nt,-10,-87,nt,0,1.1,-0.5,-44,87*
CCN(c1ccccc1)S(=O)(=O)c1ccc(C(=O)Nc2nnc(C3CC3)o2)cc1,-2.5,1,3,10,0.2,0,-5.4,-2.9,-10,-10
Cc1cc(C)cc(-n2nnn(C3C/C(=N/NC(N)=S)C4OCC3O4)c2=S)c1 (centres undefined),-0.3,9,0,nt,-2.5,2,0.6,2.4,-6,nt
O=C(O)CCC(=O)NCCn1c(-c2ccccc2)csc1=Nc1ccccc1,0.1&-1.9,15,-2&1,5&-25,0.7,1&-2,6.8,0.4,1&-4,-5&25
O=C(COc1coc(CN2CCc3ccccc32)cc1=O)Nc1ccc([N+](=O)[O-])cc1,0.1,-6,2,8,1.8,-1,-0.3,0.0,-4,-8
Cc1cc(O)c(CN(C)C)c2c1C(=O)/C(=C/c1ccco1)O2,-0.5,1,-10,16,-0.2,-4,-3.0,-2.2,10,-16
CC(C)C[C@H](NC(=O)C1CCN(C(=O)[C@H](Cc2ccccc2)NC(=O)OC(C)(C)C)CC1)C(=O)O,0.2,2,-2,12,0.1,-5,0.4,-2.0,8,-12
O=C(O)/C=C/C(=O)Nc1ccccc1C(=O)OCC(=O)c1ccc2c(c1)OCCO2,-7.4,32*,1,13,1.8,-4,3.5,-2.3,15,-13
O=C(CCN1C(=O)/C(=C/c2ccc(Cl)cc2)SC1=S)NC1C=CS(=O)(=O)C1 (centres undefined),-3.6,-2,-7,-5,0.3,7,2.0,-0.8,-9,5
Cc1cc(-c2ccc(C)c(S(=O)(=O)NCC3CCN(Cc4ccc(F)cc4)CC3)c2)on1,-1.4,-3,-4,-18,0.2,nt,0.9,0.9,13,18
COc1cc(NC(=O)COC(=O)CSc2ccc3ccccc3c2)c(C)cc1[N+](=O)[O-],0.4,nt,9,28,1.1,-1,4.5,-1.8,-4,-28
O=C(Cc1csc(-c2ccccc2)n1)Nc1ccc(C(F)(F)F)cc1,0.0,4,5,20,0.4,-5,1.5,3.0,3,-20
CCc1nc(CNC(=O)C2CCC(=O)N(Cc3ccccc3F)C2)no1 (centres undefined),-1.8,1,-1,11,-2.2,-6,nt,nt,-2,-11
COCc1ccc(C(=O)NC2CC(C)(C)Cc3c2cnn3-c2ccc(C)cc2)o1 (centres undefined),0.1,0,-3,-22,2.7,-2,1.3,1.4,-2,22
CC(=O)Nc1ccc(C2(c3ccc(NC(C)=O)cc3)NC(=O)c3ccccc32)cc1,-1.1,0,38,19,0.7,-7,0.7,-1.5,nt,-19
O=C(O)[C@H]1CCCN1S(=O)(=O)c1cccc2cccnc12,-0.7,3,-40,5,-1.5,-2,1.4,-2.5,-1,-5
CCOc1cccc(OCCOCCN(C)C)c1,0.3,nt,-3,-8,2.8,-4,5.7,0.0,-12,8
CCCCCCc1nnc(NC(=O)c2ccco2)s1,0.5,0,3,-9,1.9,0,4.5,1.2,3,9
COc1ccccc1Nc1nnc(SC(C)C(=O)NC2CC2)s1 (centres undefined),-1.2,-1,-1,-30,1.4,nt,1.9,1.8,7,30
COc1ccccc1NC(=O)Cn1cnc2sc(C)c(S(=O)(=O)N3CCCCC3)c2c1=O,0.2,nt,0,-4,1.9,1,2.1,-0.5,9,4
CCOC(=O)c1c(-c2ccc(C)cc2)csc1NC1=NS(=O)(=O)c2ccccc21,-0.4,-3,0,-27,3.8,-1,-1.1,2.3,1,27
O=C(c1ccco1)N1CCn2c1nc1ccccc12,0.2,nt,3,4,1.9,nt,0.4,-1.6,nt,-4
C=C(C)CN=c1scc(C)n1/N=C/c1ccco1,-0.7,0,0,-7,0.3,1,0.5,-0.3,-4,7
NC(=O)COC(=O)CNC(=O)c1sc2ccccc2c1Cl,-1.4,-1,-4,14,0.7,nt,2.5,1.1,-2,-14
COC(CN1CCc2c(C)nc3c(C#N)cnn3c21)OC,-0.4,-1,-1,11,4.1,2,-1.0,1.2,-9,-11
CCn1nccc1C(=O)Nc1ccc(Cl)c(Cl)c1,-3.3,?,-3,-25,3.5,-1,0.3,0.9,33,25
COc1ccc2oc(C(=O)Nc3ccc(N4CCOCC4)cc3)c(C)c2c1,-1.5,-4,1,-60,0.2,-2,3.6,-1.9,27,60
C=CCN=c1scc(C)n1/N=C/c1ccc(O)c(O)c1,-1.7,-3,4,-26,3.3,-2,-0.4,-2.7,49,26

(list continues)
compound,CAL PDZ FP-1,Wnt bcat act,Tat export inh,SR-BI uptake up,phage Ecoli inh,CAL PDZ FP-2,AddAB inh,Ecoli viability,MITF act,SR-BI DiI inh
Cc1cc(C(=O)OCC(=O)NCc2ccccc2Cl)c(C)o1,0.1,-1,-2,8,3.3,nt,1.1,-0.2,-10,-8
COC(=O)c1ccc(NC(=O)CSc2nncn2-c2ccccn2)cc1,-3.1,0,1,1,-0.2,-4,-1.0,-0.2,-2,-1
CCn1nnnc1-c1ccc(OC)c(S(=O)(=O)Nc2ccc(C)c(C)c2)c1,0.4,nt,-8,52,-1.7,-1,1.5,1.1,-12,-52
CC(=O)Nc1ccc(NC(=O)C(C)O/N=C/c2cccc([N+](=O)[O-])c2)cc1 (centres undefined),0.4,nt,-2,-9,2.9,-7,2.0,-1.6,nt,9
Fc1cccc(Cl)c1Cc1noc(/C=C/c2ccccc2)n1,-2.3,15,-5,1,2.8,-2,1.4,1.3,60,-1
Cc1noc(C(=O)Nc2cc(Cl)ccc2O)c1Cl,-0.9,0,-2,-1,2.1,0,2.5,-0.1,-16,1
Cc1oc(C(C)(C)C)cc1C(=O)NCC(=O)NCC(=O)O,-2.6,0,4,31,2.6,1,0.3,1.8,-3,-31
Cc1ccc(C(C)C)c(OCCNCCc2ccccc2)c1,-3.2,-5,-2,2,4.4,2,3.8,1.1,-45,-2
